USP1-UAF1 inh: blocks the human USP1/UAF1 deubiquitinase complex; 390,000 tested, 0.23% active; Potency, µM (series often up to 57.1 µM), inactives show top-dose activity change, negative = inhibition, hits mostly inhibitors; recombinant USP1/UAF1, Ub-Rhodamine cleavage fluorescence; also: % is scaled to controls: 0 for no effect and ±100 for the full control effect; nearly all actives have a fitted effect of over 60% in size; inactives centre near -12
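Step one: compound is pinned into 1nM USP1/UAF1 in HEPES pH 7.8 buffer with TCEP. Step two: 15 min room-temperature incubation. Step three: Ub-Rho (150nM final) starts cleavage, tracked by fluorescence over six one-minute reads.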
Vif-A3G inh: inhibitors of Vif-APOBEC3G interaction; Q9HC16; HeLa A3G-eYFP + Vif (tagged APOBEC3G with the HIV-1 protein that degrades it), YFP fluorescence, overnight; 410,000 tested, 0.076% active; AID 602310; Potency, µM (titrated, usually from 46.1 µM), for inactives: at the top dose activity, negative = active, usual class: inhibitors;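 also: % is scaled to controls: 0 for no effect and ±100 for the full control effect; nearly all actives have a fitted effect of over 60% in size; hits raise eYFP signal because A3G escapes Vif-driven loss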
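Read-out is eYFP fluorescence (Ex 488/Em 500-530) from Vif-expressing HeLa A3G-eYFP cells; more signal means A3G escaped Vif-mediated degradation. Cells plated overnight, compound pinned in, incubated overnight at 37 deg C.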
TrxR1 substrate: substrates of rat thioredoxin reductase 1. O89049. purified TrxR1 substrate turnover, NADPH consumption readout. Potency, µM (titrated, usually from 114 µM), inactives show top-dose activity change, negative = substrate turnover. 390,000 tested, 0.01% active; also: % is scaled to controls: 0 for no effect and ±100 for the full control effect; nearly all actives have a fitted effect of over 50% in size
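Rat TrxR1, dispensed at 90 nM, was prereduced with 400 uM NADPH (final) for 5 min at ~22 deg C, then incubated with compound 15 min before 400 uM selenite. A first-read NADPH fluorescence drop versus no-compound background flagged substrates.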
RXFP1 agonist: activates the human relaxin receptor RXFP1; HEK293T-RXFP1 cAMP TR-FRET, 30 min; response scale: percent of porcine relaxin response, buffer zero; 370,000 tested, 0.3% active; Q9HBX9; Potency, µM (doses to about 57.5 µM), for inactives: at the highest dose activation, actives largely listed as activators; AID 2676; also: % is scaled to controls: 0 for no effect and ±100 for the full control effect; nearly all actives have a fitted effect of over 60% in size; many of its hits are not listed in these tables
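Agonist response is measured as cAMP accumulation in an RXFP1-transfected HEK293T line under PDE4 inhibition. Values are scaled between buffer-only and 29 nM porcine relaxin, and EC50s come from standard Hill equation fits.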
Vif-APOBEC3F blk: blocks the Vif interaction with APOBEC3F. 390,000 tested, 0.2% active. Potency, µM (series often up to 46.1 µM), inactives show at the top dose activity, negative = active. HeLa A3F-eYFP + Vif (tagged APOBEC3F with the HIV-1 protein that degrades it), YFP fluorescence increase. AID 602313; also: % of control where 0% means no effect; nearly all actives have a fitted effect of over 65% in size
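Fluorescence increase (Ex 488/Em 500-530) after overnight compound treatment at 37 deg C flags inhibition of Vif-driven A3F-eYFP loss in stable HeLa A3F-eYFP/Vif cells seeded overnight beforehand.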
mIDH1 inhibitor: inhibitors of human mutant IDH1 R132H; 390,000 tested, 0.093% active; Potency, µM (highest dose often 76.6 µM), inactives show at the top dose activity change, negative = inhibition, usual class: inhibitors; IDH1-R132H enzyme, NADPH consumption, diaphorase/resazurin fluorescence; O75874; AID 602179; also: % is scaled to controls: 0 for no effect and ±100 for the full control effect; nearly all actives have a fitted effect of over 65% in size
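IDH1-R132H (0.5 ug/mL dispensed) in pH 7.5 Tris buffer was preincubated 30 min with compound, then given a substrate mix of 0.016 mM NADPH and 2 mM alpha-KG for 80 min at room temperature; remaining NADPH was read by diaphorase/resazurin fluorescence.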
RGS4 inh: blocks human RGS4-accelerated GTP hydrolysis; 390,000 tested, 0.039% active; Potency, µM (titrated, usually from 114 µM), for inactives: top-dose activity change, negative = inhibition, actives largely listed as inhibitors; Transcreener GDP fluorescence polarization, RGS4-accelerated GTP hydrolysis; also: % is scaled to controls: 0 for no effect and ±100 for the full control effect; nearly all actives have a fitted effect of over 75% in size; some results filed as inactive show a strong effect at the top dose
Target sequence (P49798 whole entry, looked up): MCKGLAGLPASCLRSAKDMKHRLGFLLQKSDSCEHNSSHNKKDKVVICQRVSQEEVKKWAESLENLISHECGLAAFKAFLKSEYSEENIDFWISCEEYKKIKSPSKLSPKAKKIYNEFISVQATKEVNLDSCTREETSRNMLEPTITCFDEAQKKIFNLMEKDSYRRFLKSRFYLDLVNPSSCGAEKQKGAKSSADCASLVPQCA
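MLSMR compounds (23 nl, pin-transferred) preincubated 10 min at room temperature with a 500nM (2x) first reagent, then RGS4 at 900nM (2x) plus Transcreener GDP mix added; fluorescence polarization (620/688 nm) read before and after 90 min at 30 °C.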
ALOX12 inh: ALOX12 (human) lipoxygenase inhibition; P18054; purified 12hLO, xylenol orange hydroperoxide absorbance; Potency, µM (highest dose often 108 µM), for inactives: at the top dose activity change, negative = inhibition, actives largely listed as inhibitors; 580,000 tested, 1.1% active; also: % is scaled to controls: 0 for no effect and ±100 for the full control effect
Target sequence (P18054 whole entry, looked up): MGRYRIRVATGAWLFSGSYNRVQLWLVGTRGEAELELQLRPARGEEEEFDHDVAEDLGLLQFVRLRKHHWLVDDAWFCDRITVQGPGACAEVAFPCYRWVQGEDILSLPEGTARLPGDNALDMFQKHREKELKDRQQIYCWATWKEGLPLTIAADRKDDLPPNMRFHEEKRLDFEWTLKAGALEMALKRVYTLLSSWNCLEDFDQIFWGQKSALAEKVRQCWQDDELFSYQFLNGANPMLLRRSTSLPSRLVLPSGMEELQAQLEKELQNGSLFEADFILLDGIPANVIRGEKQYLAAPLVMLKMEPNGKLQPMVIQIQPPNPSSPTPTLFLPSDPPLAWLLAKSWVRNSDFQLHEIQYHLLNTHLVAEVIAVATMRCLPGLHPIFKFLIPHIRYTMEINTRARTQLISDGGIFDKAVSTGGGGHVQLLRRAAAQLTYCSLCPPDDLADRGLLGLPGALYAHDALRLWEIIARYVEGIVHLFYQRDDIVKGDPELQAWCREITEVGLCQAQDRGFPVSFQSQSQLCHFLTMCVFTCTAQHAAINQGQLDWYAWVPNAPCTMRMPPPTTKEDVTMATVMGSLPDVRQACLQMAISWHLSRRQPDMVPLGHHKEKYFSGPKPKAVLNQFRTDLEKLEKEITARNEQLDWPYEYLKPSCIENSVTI
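Purified human 12hLO at 150 nM in 25 mM Hepes, 0.01% Triton X-100, pH 7.0, preincubated 15 min at room temperature with compound. Reaction started with 40 uM arachidonic acid, 30 min at room temperature. Hydroperoxide measured by Fe-xylenol orange, 573/405 nm absorbance ratio.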
rTrxR1 inhibitor: rat TrxR1 inhibition. Potency, µM (top dose mostly 114 µM), inactives show at the highest dose activity change, negative = inhibition, usual class: inhibitors. 390,000 tested, 1% active. O89049. recombinant rTrxR1, NADPH fluorescence consumption, selenite substrate. AID 588453; also: % is scaled to controls: 0 for no effect and ±100 for the full control effect; nearly all actives have a fitted effect of over 65% in size
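Rat TrxR1 (90 nM in the dispensed reagent) was pre-reduced with 400 uM NADPH for 5 min at room temperature, then incubated with compound for 15 min. After 400 uM selenite was added, NADPH fluorescence (Ex 340/Em 450 nm) was followed for 8 min.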
* = called active by the depositor; ? = inconclusive; . = not tested or not shown; & = joins results of further samples; [ ] = dose if it differs, or a comment. Calls follow the shape of the dose curve; as a rule, active = well fitted curve in the direction sought with a large enough effect; inconclusive = small, poorly fitted or top-dose-only effect, or another doubt; inactive = no such curve, though single readings can be large; an effect the other way counts as inactive or inconclusive. Potency is read from the fitted curve at half-maximal effect. These rows are one share of the data (hit frequency here may not be typical).

The opening twelve entries (preview)
SMILES | USP1-UAF1 inh | Vif-A3G inh | TrxR1 substrate | RXFP1 agonist | Vif-APOBEC3F blk | mIDH1 inhibitor | RGS4 inh | ALOX12 inh | rTrxR1 inhibitor
CC[C@@H](C)[C@@H](C(=O)N1CCN(C(=O)OC(C)(C)C)CC1)n1cc(CCCCNC(=O)OC(C)(C)C)nn1 | -20% | 8% | 10%[57.1 µM] | -1.2% | -6% | 0% | 20% | 17% | 13%[57.1 µM]
O=C1NN=C2CCCCCCCCCCC12 (stereo not drawn) | -3% | -3% | . | . | 1% | 3% | . | 0% | .
Cc1ccc(C)c(N2CCN(S(=O)(=O)c3cc4c(cc3Cl)NC(=O)CO4)CC2)c1 | -18% | 1% | 13%[57.1 µM] | -1.8% | -23% | -9% | 17% | 3% | 36%[57.1 µM]
Cc1c(NC2=NC3(CCCCC3)Cc3ccccc32)c(=O)n(-c2ccccc2)n1C | -3% | 3% | 7%[57.1 µM] | -2.5% | -7% | -7% | -13% | 0% | -15%[57.1 µM]
O=C(CSC1=Nc2ccccc2C2CC=NN12)Nc1ccc(F)cc1Cl (stereo not drawn) | -17% | -3% | 9% | 2.5% | -11% | -11% | -11% | 22% | -12%[57.1 µM]
O=C(Nc1cccc(C(F)(F)F)c1)/C(=C/c1ccco1)NC(=O)c1cccs1 | -8% | 2% | -1% | -1.5% | -18% | 1% | 2% | ? | ?
C/C(=N\NC(=O)c1nn(C)cc1Br)c1ccc(NC(=O)c2ccncc2)cc1 | -22% | -5% | -2%[57.1 µM] | 0.0% | 13% | -2% | -2% | -6% | -15%[57.1 µM]
CS(=O)(=O)Nc1cc2c3c(c1)CCC(=O)N3CCC2 | -2% | 0% | 2% | -0.6% | 1% | -13% | 20% | -9% | 9%
COc1ccc(/C=C/C(=O)Oc2cc(O)cc(O)c2)cc1 | -9% | 1% | -17% | 3.1% | 0% | -16% | 5% | 16% | -29%
COc1ccccc1NC(=O)CSC(N)=O | -13% | 1% | 3% | 1.5% | -2% | -1% | ? | 9% | 62%[activator]
CCOC(=O)c1nn(-c2ccccc2)c2nnc(Cc3ccc(C)cc3)c(=O)n12 | -3% | 1% | -6% | 0.6% | 4% | 2% | 3% | -13% | -6%
CCO[C@@H]1OC(C(=O)O)=C[C@H](c2ccc3c(c2)OCO3)[C@H]1CCCO | -28% | 8% | -3% | 1.1% | -7% | -12% | -22% | ? | 10%

The whole of this part, previewed entries included:
SMILES | USP1-UAF1 inh | Vif-A3G inh | TrxR1 substrate | RXFP1 agonist | Vif-APOBEC3F blk | mIDH1 inhibitor | RGS4 inh | ALOX12 inh | rTrxR1 inhibitor
CC[C@@H](C)[C@@H](C(=O)N1CCN(C(=O)OC(C)(C)C)CC1)n1cc(CCCCNC(=O)OC(C)(C)C)nn1 | -20% | 8% | 10%[57.1 µM] | -1.2% | -6% | 0% | 20% | 17% | 13%[57.1 µM]
O=C1NN=C2CCCCCCCCCCC12 (stereo not drawn) | -3% | -3% | . | . | 1% | 3% | . | 0% | .
Cc1ccc(C)c(N2CCN(S(=O)(=O)c3cc4c(cc3Cl)NC(=O)CO4)CC2)c1 | -18% | 1% | 13%[57.1 µM] | -1.8% | -23% | -9% | 17% | 3% | 36%[57.1 µM]
Cc1c(NC2=NC3(CCCCC3)Cc3ccccc32)c(=O)n(-c2ccccc2)n1C | -3% | 3% | 7%[57.1 µM] | -2.5% | -7% | -7% | -13% | 0% | -15%[57.1 µM]
O=C(CSC1=Nc2ccccc2C2CC=NN12)Nc1ccc(F)cc1Cl (stereo not drawn) | -17% | -3% | 9% | 2.5% | -11% | -11% | -11% | 22% | -12%[57.1 µM]
O=C(Nc1cccc(C(F)(F)F)c1)/C(=C/c1ccco1)NC(=O)c1cccs1 | -8% | 2% | -1% | -1.5% | -18% | 1% | 2% | ? | ?
C/C(=N\NC(=O)c1nn(C)cc1Br)c1ccc(NC(=O)c2ccncc2)cc1 | -22% | -5% | -2%[57.1 µM] | 0.0% | 13% | -2% | -2% | -6% | -15%[57.1 µM]
CS(=O)(=O)Nc1cc2c3c(c1)CCC(=O)N3CCC2 | -2% | 0% | 2% | -0.6% | 1% | -13% | 20% | -9% | 9%
COc1ccc(/C=C/C(=O)Oc2cc(O)cc(O)c2)cc1 | -9% | 1% | -17% | 3.1% | 0% | -16% | 5% | 16% | -29%
COc1ccccc1NC(=O)CSC(N)=O | -13% | 1% | 3% | 1.5% | -2% | -1% | ? | 9% | 62%[activator]
CCOC(=O)c1nn(-c2ccccc2)c2nnc(Cc3ccc(C)cc3)c(=O)n12 | -3% | 1% | -6% | 0.6% | 4% | 2% | 3% | -13% | -6%
CCO[C@@H]1OC(C(=O)O)=C[C@H](c2ccc3c(c2)OCO3)[C@H]1CCCO | -28% | 8% | -3% | 1.1% | -7% | -12% | -22% | ? | 10%
O=C(COc1ccccc1)Nc1sc2c(c1C(=O)Nc1ccccc1)CCCCC2 | -11% | 4% | 6% | 4.8% | -2% | 10% | -15% | ? | 9%
CCN1CCN(C(=O)c2cc(-c3ccco3)nc3ccccc23)CC1 | -23% | -3% | 456%[activator] | 4.4% | 2% | 1% | -20% | ? | 135%[activator]
COc1cccc(NC(=O)CN(C)C(C)C(=O)Nc2ccc(C(C)=O)cc2)c1 (stereo not drawn) | -3% | 1% | -3% | -0.7% | -3% | -2% | 21% | 0% | 21%
COC(=O)CN1C(=O)C(O)(CC(=O)c2cccc(Br)c2)c2ccccc21 (stereo not drawn) | -14% | 4% | -3% | 2.7% | -10% | -19% | -3% | 3% | 19%
CCOC(=O)/C=C1\CC(=O)Nc2nonc2N1 | -24% | 1% | -6% | 2.6% | 2% | 5% | 8% | -2% | -23%
C=CCSc1n[nH]c(=O)n1-c1cccc(C(F)(F)F)c1 | -2% | -2% | -20%[57.1 µM] | -0.1% | -4% | 5% | -5% | 218%[activator] | 8%[57.1 µM]
Cc1ccc(CCC(=O)Nc2ccc(C)c(C)c2)o1 | ? | -9% | -8% | -0.8% | 3% | 0% | -9% | -10% | -18%
Cc1ccc(C)c(S(=O)(=O)N2CCN(C(=O)CSc3ccccc3)CC2)c1 | -16% | 3% | -5% | -1.5% | 6% | 10% | -22% | ? | 32%
NC(=O)CSc1nc2scc(-c3ccc(Cl)cc3)c2c(=O)n1Cc1ccccc1 | -9% | -5% | 4% | 1.2% | -11% | 6% | 5% | -8% | 10%
CCN(C[C@H]1N[C@@](C)(C(=O)OC)[C@H]2C(=O)N(C)C(=O)[C@@H]12)S(=O)(=O)c1ccc(C(F)(F)F)cc1 | -25% | 2% | 7% | . | 3% | 2%[38.3 µM] | -20% | -6% | 25%
COc1cc2nc(SCC(=O)Nc3ccc(F)cc3)n3nc(CCn4c(C)nc5ccccc54)nc3c2cc1OC | -20% | -9% | 17% | 6.8% | ? | 4% | -10% | -9% | 40%[activator]
CCc1cc(=O)oc2cc(OC(C)C(=O)O)c(Cl)cc12 (stereo not drawn) | -15% | -1% | 69%[activator] | 0.1% | . | -3% | -11% | 1%&3% | -7%
O=C(Cc1ccc(Cl)cc1)NC1CCS(=O)(=O)C1 (stereo not drawn) | -15% | -6% | 1% | 3.3% | -1% | 10% | -26% | -1% | 25%
CC(C)(C)c1cnnn1-c1ccc(/C=N/Nc2ccc([N+](=O)[O-])cc2)cc1 | -14% | -1% | -20% | 0.0% | -13% | 0% | 16%[11.4 µM] | ? | -7%
